Bioassay records deposited in PubChem BioAssay by National Center for Advancing Translational Sciences (NCATS).
GLP1R cytotox = cytotoxicity counter-screen for GLP-1 receptor inverse agonists. hit rate 0.13% among 410,000. Potency, µM (top dose mostly 38.3 µM), for inactives: at the highest dose activity change, negative = inhibition, most hits filed as inhibitors. HEK293 cAMP-luciferase reporter cells, luminescence, 24 h. AID 624418;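 also: loss of luciferase light is scored as toxicity; potency is read from the fitted curve at half-maximal effect; % is scaled to controls: 0 for no effect and ±100 for the full control effect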
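Step one: seed cells (200 cells/uL, DMEM with 10% Nu serum, 1% pen-strep). Step two: 12-hour incubation at 37 deg C. Step three: pin 23 nL compound, incubate 24 hr. Step four: add luciferase reagent, read luminescence 12 min later.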
FUS suppressor = rescues growth of FUS-expressing yeast | S. cerevisiae FUS-expressing, growth rescue, OD600, 24 h | Potency, µM (titrated, usually from 76.6 µM), for the others: at the top dose growth rescue (activation), usual class: activators | hit rate 0.24% among 390,000 | AID 1347120;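 also: potency is read from the fitted curve at half-maximal effect; plate controls were DMSO vehicle for no effect and reference control for full effect; nearly all actives have a fitted effect of over 55% in size; some results filed as inactive show a strong effect at the top dose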
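Cultures pregrown in 2.5% raffinose medium are shifted to minimal medium containing 2% galactose to express toxic FUS. Compounds are tested at several concentrations. After 24hr at 30C, growth is quantified at 600 nm absorbance.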
aSyn rescue = alpha-synuclein toxicity inhibition in yeast; hit rate 0.14% among 370,000; Yeast expressing alpha-synuclein, growth rescue, BacTiter-Glo, 24 h; Potency, µM (titrated, usually from 46.1 µM), for inactives: at the highest dose growth rescue (activation), usual class: activators; also: potency is read from the fitted curve at half-maximal effect; % of control where 0% means no effect; nearly all actives have a fitted effect of over 65% in size
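Galactose-induced alpha-syn yeast (OD600=0.02, raffinose-pregrown) + pinned cpd, 24 hr, 30 deg C; growth by BacTiter-Glo luminescence. Growth restoration scores as activation.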
Abeta rescue = compounds reversing amyloid beta toxicity in yeast; AID 1347071; yeast expressing A-beta42, growth rescue, OD600, 48 h; response scale: 0% DMSO, 100% iron-clioquinol control; hit rate 0.063% among 410,000; Potency, µM (series often up to 46.1 µM), for inactives: top-dose growth rescue, actives largely listed as activators; also: potency is read from the fitted curve at half-maximal effect; nearly all actives have a fitted effect of over 55% in size
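Yeast A-beta toxicity model in growth medium with pinned compounds, 48 h at 30 C; growth read as absorbance at 600 nm. Normalized to FeCl3/clioquinol equimolar mix (positive) and DMSO (negative).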
pAkt inh = Akt phosphorylation inhibition. activity change, % for hits at 50 µM. hit rate 0.32% among 360,000. Neuro2A IGF-stimulated pAkt S473 HTRF, 20 min; active compounds read low. AID 651550; in the data active = activity change below about -80%; inconclusive = mostly about -51% to -80%; also: % is scaled to controls: 0 for no effect and ±100 for the full control effect
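Neuro2A cells in DMEM with 0.5% FBS, overnight at 37 deg C, given compound at single 50 µM final, then IGF (6 nM final) for 20 min at 37 deg C. Lysed; phospho-Akt Ser473 by HTRF after 24 h, 665/615 ratio.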
GLP1R inv ag = acts as inverse agonist at human GLP-1 receptor; hit rate 1.6% among 410,000; P43220; Potency, µM (top dose mostly 38.3 µM), without a hit: top-dose activity change, negative = inhibition, most hits filed as inhibitors; HEK293 GLP-1R CRE-luciferase, luminescence, 24 h; GLP-1R form is constitutively active; also: potency is read from the fitted curve at half-maximal effect; % is scaled to controls: 0 for no effect and ±100 for the full control effect; nearly all actives have a fitted effect of over 55% in size
Target sequence (P43220 whole entry, looked up): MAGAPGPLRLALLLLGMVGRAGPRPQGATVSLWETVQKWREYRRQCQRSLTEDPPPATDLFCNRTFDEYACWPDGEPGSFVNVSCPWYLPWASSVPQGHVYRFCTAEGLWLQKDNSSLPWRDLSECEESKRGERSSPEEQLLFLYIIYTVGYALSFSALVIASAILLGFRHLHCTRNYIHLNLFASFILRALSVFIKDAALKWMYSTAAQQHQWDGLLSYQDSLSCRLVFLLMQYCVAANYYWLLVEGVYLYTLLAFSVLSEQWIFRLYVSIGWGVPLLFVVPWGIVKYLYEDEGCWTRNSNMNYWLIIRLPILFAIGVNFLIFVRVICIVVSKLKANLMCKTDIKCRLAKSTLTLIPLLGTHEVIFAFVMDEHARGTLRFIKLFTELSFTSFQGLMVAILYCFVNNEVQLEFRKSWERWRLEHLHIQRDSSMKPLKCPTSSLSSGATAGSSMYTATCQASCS
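Cells are plated, allowed 12 hours at 37 deg C, then treated with compounds for 24 hr before luciferase detection reagent is added and luminescence is read after 12 min at room temperature. The HEK293 line carries constitutively active GLP-1R with a cAMP-responsive reporter.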
MmCpn inh = blocks the Methanococcus maripaludis chaperonin Mm-Cpn; hit rate 0.031% among 330,000; AID 504842; purified Mm-Cpn ATPase, ADP Transcreener TR-FRET; Potency, µM (doses to about 76.9 µM), for the others: at the top dose activity, negative = inhibition, hits mostly inhibitors; also: potency is read from the fitted curve at half-maximal effect; % is scaled to controls: 0 for no effect and ±100 for the full control effect; nearly all actives have a fitted effect of over 80% in size
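Purified archaeal Mm-CPN (25nM final) preincubated 10 min at 37degC with compound, then 10uM ATP for 30 min at 37degC; ADP measured by HTRF Transcreener TR-FRET; buffer 30 mM TRIS pH 7.4, 100mM KCl, 5mM MgCl2, 1mM DTT.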
TDP43 rescue = inhibitors of TDP-43 toxicity in yeast; hit rate 1.8% among 410,000; TDP-43 expressing yeast growth rescue, BacTiter-Glo, 24 h; AID 652104; Potency, µM (highest dose often 46.1 µM), for the others: at the highest dose growth rescue (activation), most hits filed as activators; also: potency is read from the fitted curve at half-maximal effect; % of control where 0% means no effect; nearly all actives have a fitted effect of over 50% in size
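In this qHTS, compounds that restore growth of yeast expressing TDP-43 appear as activators. Cells (OD600=0.02, galactose medium, raffinose-pregrown) are incubated with compound 24 hr at 30 deg C and growth is quantified by BacTiter-Glo.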
PTHR1 agonist = PTHR1 (human) receptor agonism; AID 743266; Q03431; HEK293 GP2 PTHR1 cells, GloSensor cAMP luminescence, 1 h; Potency, µM (titrated, usually from 115 µM), without a hit: at the top dose activation, hits mostly activators; hit rate 0.075% among 410,000; also: potency is read from the fitted curve at half-maximal effect; nearly all actives have a fitted effect of over 55% in size; some results filed as inactive show a strong effect at the top dose; inactives centre near -15; many of its hits are not listed in these tables
Target sequence (Q03431 whole entry, looked up): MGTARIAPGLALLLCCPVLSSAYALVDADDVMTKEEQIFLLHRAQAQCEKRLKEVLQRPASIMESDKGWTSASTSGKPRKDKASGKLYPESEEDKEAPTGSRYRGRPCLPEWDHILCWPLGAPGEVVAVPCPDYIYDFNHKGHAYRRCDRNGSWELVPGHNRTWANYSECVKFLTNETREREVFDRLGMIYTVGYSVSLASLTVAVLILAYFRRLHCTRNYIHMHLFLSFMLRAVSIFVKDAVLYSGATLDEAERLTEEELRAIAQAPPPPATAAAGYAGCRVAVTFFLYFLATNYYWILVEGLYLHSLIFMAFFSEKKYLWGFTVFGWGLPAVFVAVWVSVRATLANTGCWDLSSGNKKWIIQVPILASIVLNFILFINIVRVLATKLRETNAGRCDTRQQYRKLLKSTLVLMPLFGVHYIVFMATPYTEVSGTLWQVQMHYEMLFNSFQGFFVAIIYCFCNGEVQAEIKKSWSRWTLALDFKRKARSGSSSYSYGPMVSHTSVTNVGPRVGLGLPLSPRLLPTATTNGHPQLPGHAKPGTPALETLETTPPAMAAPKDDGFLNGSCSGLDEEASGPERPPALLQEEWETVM
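HEK-293-derived GP2 cells expressing PTHR1 and a GloSensor cAMP reporter, 3,000/well, plated overnight, given luciferin plus IBMX (each 0.5 mM as added) for 1 h at 37 °C, then compound for 1 h at 37 °C. Luminescence was read after 15 min at room temperature.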
Numbers without * were called inactive; i = inactive; ? = inconclusive; / = not tested or not shown; [ ] = another dose, or the depositor's remark. Unless noted, calls follow the shape of the dose curve; as a rule, active = well fitted curve in the direction sought with a large enough effect; inconclusive = small, poorly fitted or top-dose-only effect, or another doubt; inactive = no such curve, though single readings can be large; an effect the other way counts as inactive or inconclusive.

| smiles | pAkt inh | FUS suppressor | GLP1R cytotox | TDP43 rescue | MmCpn inh | GLP1R inv ag | Abeta rescue | aSyn rescue | PTHR1 agonist |
| --- | --- | --- | --- | --- | --- | --- | --- | --- | --- |
| CSC1=C(C#N)C(CC(C)C)C2=C(CCCC2=O)N1 (configuration not stated) | -118%* | 10% | -21% | 2% | -6% | -10% | 4% | -2% | -19%[57.5 µM] |
| CC(C)(NC(=O)NC(CO)c1ccccc1)c1cccc(C(C)(C)NC(=O)NC(CO)c2ccccc2)c1 (configuration not stated) | i | 14% | -23% | 0% | -1% | 8% | 4% | -1% | -17% |
| COc1ccc(S(=O)(=O)N(C)C[C@H]2Oc3ncc(Br)cc3C(=O)N([C@@H](C)CO)C[C@@H]2C)cc1 | i | 4% | -8% | 15% | / | -17% | 0% | 6% | -13% |
| Cc1ccc(S(=O)(=O)CCc2ccncc2)cc1 | i | 3% | 0% | 7% | 1% | -13% | 5% | 3% | -10% |
| O=C(NC(=S)Nc1ccc2oc(=O)ccc2c1)c1cccc(Cl)c1 | i | 3% | -2% | -5% | 0% | 12% | -5% | 0% | i |
| CC(=O)N/C(=C/c1ccc(OS(=O)(=O)c2ccc(C)cc2)cc1)C(=O)NCCO | i | / | -13% | -10% | -3% | 5% | 1% | 1% | i |
| O=C(c1cc(-c2ccncc2)nc2ccccc12)N1CCN(c2ccc(N3CCOCC3)nn2)CC1 | i | 13% | -22% | -11% | -3% | -16% | -2% | -2% | i |
| COc1ccc(N2CCN(C(=O)Cc3ccc(C)cc3)CC2)cc1 | i | 16% | -6% | 4% | 1% | -7% | -10% | 1% | -1% |
| Cc1ccccc1-n1c(SCC(=O)c2c(N)n(C)c(=O)n(C)c2=O)nc2sc3c(c2c1=O)CCCC3 | i | / | 74%[activator] | 6% | -1% | -7% | 12% | 2% | 2% |
| Cc1[nH]c2ccccc2c1C(=O)C(=O)N1CCN(C(=O)c2ccco2)CC1 | i | 3% | 0%[7.66 µM] | 8% | -1% | 3%[7.66 µM] | -4% | 6% | -7% |
| CSc1ccc(CN(C)C(=O)COc2ccc(C(=O)c3ccccc3)cc2)cc1 | i | 21% | ? | 25% | 1% | ? | 6% | 9% | -41%[inhibitor] |
| COC(=O)C[C@H](NC(=O)Cn1cnc2c(OCc3ccccc3)ncnc21)C(=O)OC | i | -15% | 0% | 3% | 0% | 3% | 6% | -1% | -13% |
| Nc1nc(CSc2nnnn2-c2ccc(F)c(Cl)c2)nc(N2CCOCC2)n1 | i | 29% | 1% | 3% | / | 81%[activator] | -13% | -6% | -4%[57.5 µM] |
| Cc1ccccc1C(O)c1cccnc1 (configuration not stated) | i | -23% | -4% | 12% | 1% | 2% | 9% | -5% | -14% |
| COc1cc2c(cc1N/C=C(\C#N)c1nc(-c3ccccc3)cs1)oc1ccccc12 | i | -23% | -7% | 24% | 1% | 10% | -13% | -6% | i |
| O=C(Nc1cccc(F)c1)c1ccc(S(=O)(=O)N2CCCC2)cc1 | i | 22% | -29% | 19% | 2% | ? | -13% | 17% | -52%[inhibitor] |
| O=C(Cc1ccccc1)Nc1nonc1NC(=O)c1ccccc1 | i | -3% | -6% | -7% | -1% | 22% | 20% | -2% | -12%[57.5 µM] |
| CC1(C)C2CCC1(CS(=O)(=O)NC(CC(=O)O)c1cccc(Br)c1)C(=O)C2 (configuration not stated) | i | 0% | -9% | 7% | 1% | 6% | -1% | -3% | i |
| COC(=O)C(Cc1ccccc1)NC(=O)CCc1c[nH]c2ccccc12 (configuration not stated) | i | 7% | 3% | 10% | 0% | ? | 8% | 7% | i |
| CCN(CC)C(=O)Cn1cc(S(=O)(=O)CC(=O)Nc2ccc(C(N)=O)cc2)c2ccccc21 | i | 45% | 20% | 4% | 0% | -7% | -3% | -1% | i |
| O=C(NCc1ccc(F)cc1)c1cnc(-c2ccccn2)nc1C(F)(F)F | i | 37% | -9% | -7% | 0% | -11% | -15% | 0% | i |
| CC1CCCCC1NC(=O)CN1CCC(NC(=O)C(C)(C)C)CC1 (configuration not stated) | i | -47% | -3% | 2% | / | 6% | -6% | -6% | i |
| OCCN(Cc1nc(-c2ccc3c(c2)OCO3)no1)Cc1cccs1 | i | 13% | 3% | 16% | 1% | -5% | 2% | 14% | 24% |
| O=c1c2sc3nc(N4CCOCC4)c4c(c3c2ncn1C(c1ccccc1)c1ccccc1)CCCC4 | i | -19% | 0% | 13% | / | -14% | 8% | 2% | i |
| O=Cc1ccc(OCC(=O)NC(=O)NC2CCCCC2)cc1 | i | 15% | 2% | -13% | -1% | 2% | 17% | 0% | -7%[57.5 µM] |
| O=C(c1[nH]c(C(F)(F)F)nc1-c1ccccc1)N1CCC(Cc2ccccc2)CC1 | i | ? | -12% | ? | / | -61% | 6% | 5% | 10% |
| CN(C)c1ccc(CNC(=O)CCCN2C(=O)c3cccnc3Oc3ccc(Cl)cc32)cc1 | / | 8% | 2% | 7% | / | -13% | -3% | / | i |
| COc1ccc(/C=N/NC(=O)c2ccccc2OC)cc1COc1ccc(C)cc1 | i | -7% | 1% | 24% | 1% | 14% | 13% | -6% | i |
| CN(C)C(=O)c1cn(N(C)c2ncc(C(F)(F)F)cc2Cl)c(=O)c2ccccc12 | i | -25% | 2% | -8% | -1% | 4% | -8% | -7% | -3%[57.5 µM] |
| CC(=O)Nc1ccc(S(=O)(=O)N2CCC(=O)Nc3ccccc32)cc1 | i | 20% | -6% | -13% | -1% | 18% | 8% | 5% | i |
| COc1cc(-c2nc(C(F)(F)F)c(OC)o2)cc(OC)c1OC | i | / | 55%[activator] | -3% | -3% | 0% | 7% | -4% | i |
| Cc1cc(C)cc(NC(=O)CCN2C(=O)c3ccccc3S2(=O)=O)c1 | i | -10% | 22% | -1% | 0% | 54%[activator] | -20% | 0% | -14% |
| CC(=O)Nc1ccc2nc3c(=O)n(C)c(=O)n(C)c3nc2c1C | / | -22% | 8% | 15% | / | 11% | 2% | / | i |
| C=CCN(CC=C)S(=O)(=O)c1ccc(C(=O)Nc2nnc(COC)o2)cc1 | i | -7% | -6% | 0% | -2% | -22% | -22% | 11% | i |
| COc1ccccc1NC(=O)c1nn(C)cc1Br | i | -13% | -21% | 9% | 1% | 3% | -4% | -13% | i |
| Cc1ccc(NC(=O)Cn2cnc(C(=O)Nc3ccc(C)c(C)c3)n2)cc1C | i | -15% | 2% | ? | -1% | 7% | 7% | -2% | -39%[inhibitor] |
| Cc1ccc(CN2CCN(CC(=O)N=Nc3c(O)[nH]c4ccccc34)CC2)cc1 | i | 8% | -10% | -4% | -2% | ? | -8% | -3% | -18% |
| CC(OC(=O)C1CSC2(c3ccc(F)cc3)CCC(=O)N12)C(=O)NC(N)=O (configuration not stated) | i | 7% | 7% | -17% | -1% | -1% | -8% | 2% | 0% |
| COc1ccc(Cn2c(C)c(C)c(C#N)c2NC(=O)Nc2ccc(Cl)cc2)cc1 | i | 24% | -13% | -6% | -1% | ? | 12% | 1% | 16%[57.5 µM] |
| COc1ccc(Br)c(C(=O)NNC(=O)c2ccc(NS(=O)(=O)c3cccs3)cc2)c1 | i | 17% | 2% | -25% | 1% | -13% | -1% | -6% | i |
| COc1cccc2c1cc1c(=O)n(CC(=O)N3CCN(c4cccc(C(F)(F)F)c4)CC3)nc(C)n12 | / | 6% | 0% | -10% | / | -13% | -16% | / | ? |
| COc1ccc(CN(C)C(=O)Cn2cnc(C(=O)Nc3ccc(C)c(C)c3)n2)cc1OC | i | 16% | -7% | 10% | -1% | 2% | 0% | 1% | -27% |
| CC(C)N(Cc1ccccc1)C(=O)c1ccc2c(c1)OCO2 | i | -4% | 0% | -18% | -1% | ? | 2% | 11% | i |
| Cc1c(/C=N/n2cnnc2)c2ccccc2n1CCOc1ccccc1 | i | 9% | -10% | 3% | 2% | 20% | 3% | 3% | i |
| O=C(O)CC(Cn1[nH]nnc1=S)c1ccccc1 (configuration not stated) | i | 0% | -8% | 9% | 3% | 3% | 12% | 1% | i |
| O=C(NCc1ccco1)c1cc2ccccc2o1 | i | 7% | -8% | -12% | -2% | 2% | -3% | -2% | -2%[57.5 µM] |
| CCOC(=O)C(C(=O)N1CCOCC1)C1CCCCC1 (configuration not stated) | i | -9% | 6% | -9% | 3% | 1% | -1% | 3% | 17% |
| O=C(NCCc1ccccc1)C1(S(=O)(=O)c2ccc(Cl)cc2)CC1 | i | 28% | 36%[activator] | 1% | 4% | -3% | 24% | 8% | i |
| Cn1cc(C(=O)N2CCCC(Nc3ccc(F)cc3)C2)c2ccccc21 (configuration not stated) | i | 15% | -4% | 22% | 1% | ? | / | 8% | -20% |
| Cc1ccc(OCC(=O)N2CCOCC2)cc1C | i | / | 21% | -2% | -1% | 17% | 0% | 3% | -7% |
| C=CCn1c(SCC(=O)c2c(N)n(CCC)c(=O)n(C)c2=O)nc2sc(CC)cc2c1=O | i | -2% | -10% | -31%[inhibitor] | 0% | 5% | 0% | -22% | -16%[57.5 µM] |
| O=C(Cc1ccc(Cl)cc1)c1c[nH]c(C(=O)NCc2cccnc2)c1 | i | -32% | ? | -1% | 1% | 2.8µM* | 3% | -9% | i |
| O=C(c1ccc(Cn2ccc([N+](=O)[O-])n2)cc1)N1CCN(Cc2ccccc2)CC1 | i | -7% | 20% | -19% | -2% | -20% | -10% | -6% | -12% |

Some of the compounds tested. The share of hits here may be higher or lower than overall.
